MKP-3 inhibition: MKP-3 phosphatase inhibitors, primary screen, biochemical, rat enzyme, in vitro (AID 425) | one-dose inhibition, % at 20 µM; IC50 in µM for titrated hits | recombinant MKP-3 phosphatase activity, fluorescence; higher % means a stronger effect | actives 0.17% (n = 110,000); in the data active means inhibition above about 50%;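 further: plate controls were vehicle for no effect and reference inhibitor for full effect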
Hsp70 displacement: small molecules displacing fluorescent ligand from Hsp70 – biochemical, fluorescence polarization, primary screen (AID 583); displacement, % at 20 µM, or IC50 in µM where a hit was titrated; actives 0.06% (n = 140,000); Hsp70 fluorescence polarization probe displacement, mP; higher % means a stronger effect; in the data active means displacement above about 50%;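 further: plate controls were vehicle for no effect and reference ligand for full effect; a part of the inactive calls stands beside numbers as strong as those of hits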
Starred values were filed as active, the others as inactive; . = not tested or not shown; & = joins results of further samples. Not all compounds are listed; count on the stated rates, not on these rows.

Molecule	MKP-3 inhibition	Hsp70 displacement
Clc1ccc(-c2nc(N3CCCCC3)nc3ccccc23)cc1	.	3.6%
COc1ccccc1CN1C(=S)SC(C)(C)C1NO (centres undefined)	1.8%	-3.2%
C/C(=N\O)C(=O)NCc1ccncc1	1.3%	1.1%
CN1C(=O)CSC1=NCC12CC3CC(CC(C3)C1)C2	.	2.7%
Cc1ccc(C)c(S(=O)(=O)Nc2ccccc2)c1	-0.9%	4.8%
O=c1c2cnn(-c3ccccc3)c2nc(-c2ccco2)n1-c1ccccc1	-13.9%	-2.5%
O=C(Oc1ccccc1C(=O)N1CCOCC1)c1ccc(Br)cc1	-5.5%	.
COc1ccc(OC)c2[nH]c(=O)c(CCNC(=O)c3ccc(S(=O)(=O)N(C)C)cc3)cc12	-4.6%	2.2%
c1ccc(-n2c(Cc3cn4ccsc4n3)nnc2N2CCOCC2)cc1	3.2%	0.8%
CCOc1cc(C(=O)Nc2cccc3ccccc23)cc(OCC)c1OCC	-2.4%	0.8%

Some of these compounds in order of heavy-atom count, rising:
Molecule	MKP-3 inhibition	Hsp70 displacement
CN1C(=O)CSC1=NCC12CC3CC(CC(C3)C1)C2	.	2.7%
O=c1c2cnn(-c3ccccc3)c2nc(-c2ccco2)n1-c1ccccc1	-13.9%	-2.5%
CCOc1cc(C(=O)Nc2cccc3ccccc23)cc(OCC)c1OCC	-2.4%	0.8%

(continued)
Molecule	MKP-3 inhibition	Hsp70 displacement
O=C(Nc1cc(N2CCOCC2)ncn1)NC1(C(F)(F)F)Oc2ccccc2O1	.	1.8%
CCSc1nnc(NC(=O)CSc2nc3c(c(=O)n2-c2ccccc2)SCC3)s1	.	-1.9%
Cc1ccc(N2CCN(C(=O)CNS(=O)(=O)c3ccc(Br)s3)CC2C)cc1 (centres undefined)	-3.8%	3.0%
CC1(C)Cc2ccccc2-c2nnc(-c3ccccc3)n21	-1.3%	-1.4%
CCOc1nonc1C(=N)/C(C(C)=O)=C(\C)O	-7.2%	-4.3%
CC1CCCCN1C(=O)c1cc(-c2ccc(Cl)c(Cl)c2)on1 (centres undefined)	-0.9%	-1.3%
O=C(Cc1c(O)c2ccccc2[nH]c1=O)NC1CCCCCC1	-7.1%	-1.2%
Cc1ccc(C=Nc2ccccc2C(N)=O)cc1	3.9%	4.1%
COCCn1c(C(C)C)nc2oc3ccccc3c(=O)c2c1=O	-3.3%	0.0%
CN1CCN(C(=O)CSc2nc(-c3ccncc3)ccc2C#N)CC1	19.4%	0.7%
CC(=O)N1CCN(CC(C)(C)NS(=O)(=O)c2ccc(Cl)cc2)CC1	4.8%	-4.6%
O=C(NC(NC(=S)Nc1cccc2ccccc12)C(Cl)(Cl)Cl)c1ccccc1F (centres undefined)	4.2%	1.1%
COCCOC(=O)c1c(C)oc2ccc(OCc3ccc([N+](=O)[O-])cc3)cc12	3.1%	-4.0%
COc1ccc(NC(C)=O)cc1NC(=O)CCn1c(=O)sc2ccccc21	.	4.7%
NNC(=O)c1ccc(OCc2ccc(Cl)cc2)cc1	2.2%	3.3%
CCc1ccc(N2CC(C(=O)Nc3ccc(Cl)cc3Cl)CC2=O)cc1 (centres undefined)	-1.6%	3.1%
O=C1/C(=C/c2ccc(F)cc2)SC(=S)N1c1ccc(F)cc1	1.0%	-2.2%
O=C1NC(=O)N(c2ccc3c(c2)OCO3)C(=O)/C1=C/c1ccc(I)o1	5.7%	16.9%
O=C(CN(Cc1ccccc1F)S(=O)(=O)c1ccc(Cl)cc1)NCCCO	-5.1%	4.6%
O=C(O)CCCCCNC(=O)c1ccncc1	4.3%	-3.4%
O=C(C1CCCN(Cc2ccncc2)C1)N1CCc2ccccc2C1 (centres undefined)	-0.3%	4.7%
c1nc(NCCN2CCOCC2)c2sc3nc(N4CCOCC4)c4c(c3c2n1)CCC4	4.0%	-0.2%
CCOc1ccc(Cn2c(=O)oc3ccc(C)cc32)cc1OC	1.6%	-1.9%
CCc1cccc(C)c1NC(=O)C1CC=CCC1C(=O)O (centres undefined)	2.9%	-4.9%
CCOc1ccc(C(=O)Nc2ccc(I)cc2Cl)cc1Cl	2.1%	2.4%
CCc1ccc2[nH]c(=O)c(CN(CCCO)C(=O)NCc3ccccc3)cc2c1	.	2.4%
CC(CC(=O)O)NCC1COc2ccccc2O1 (centres undefined)	-9.0%	.
NC(CC(=O)O)c1cccc(OCc2ccccc2)c1 (centres undefined)	4.6%	-3.3%
CCOC(=O)c1cnc(-c2ccccc2)nc1N(C)C	.	3.5%
CC(C)(C)SCCN=C1NS(=O)(=O)c2ccccc21	-1.1%	3.4%
COc1ccc(CN/C(C)=C(/C#N)C(N)=O)cc1OC	2.4%	8.3%
COc1cc(C(O)c2nc3ccccc3n2C)cc(OC)c1OC (centres undefined)	-3.2%&2.1%	-1.5%&-0.1%
Cc1ccc(C(=O)O)cc1N1C(=O)C2C3C=CC(C3)C2C1=O (centres undefined)	2.0%	3.5%
O=C(O)C1C(C(=O)Nc2ccc(Cl)cc2)C2C=CC1C21CC1 (centres undefined)	.	0.5%
Cc1cccc(OCCOCCN2CCOCC2)c1C	-7.1%	5.7%
CC(=O)N1CCN(c2ccc([N+](=O)[O-])c(NC3CC3)c2)CC1	2.0%	-2.1%
CCOc1ccccc1C1CC(=O)NC2=C1C(=O)CCC2 (centres undefined)	4.1%	4.9%
CCOc1cc2[nH]c(=S)n(CCCN3CCOCC3)c(=O)c2cc1OCC	4.0%	0.8%
CN1CCN(C(=O)c2cc3nc(-c4cccs4)cc(C(F)(F)F)n3n2)CC1	-1.3%	-1.5%
CC(=O)N1CCN(c2nc3cc4c(cc3nc2NS(=O)(=O)c2ccccc2)OCCO4)CC1	-3.6%	.
O=C(N/N=C/c1cccc(Cl)c1Cl)c1cc(Br)ccc1O	1.1%	0.4%
CCOC(=O)CSc1ccc2nnc(-c3ccncc3)n2n1	-3.7%	-3.9%
Cc1ccc(OC2=NS(=O)(=O)c3ccccc32)cc1	2.0%	1.7%&1.3%
COc1ccc(N(CC(=O)N2CCOCC2)S(=O)(=O)c2ccc(C)cc2)c(OC)c1	-2.0%	2.9%
O=C(c1ccco1)N1CCc2ccccc21	3.2%	10.5%
Cc1ccc2c(c1)c(CC(=O)Nc1ccc(C)c(F)c1)c(C(=O)O)n2C	.	-1.9%
COc1cccc(C(=O)Cn2c(Br)nc3c2c(=O)n(C)c(=O)n3C)c1	-0.9%	4.3%
COc1ccc(CN2CCN(C3CC4CCC3C4)CC2)c(OC)c1OC (centres undefined)	-1.3%	-2.4%
Cc1ccc(-n2c(C)cc(C=C3C(=O)NC(=S)NC3=O)c2C)cc1C	8.3%	-1.1%
CN(C1CCCCC1)S(=O)(=O)c1ccc(-n2cnnn2)cc1	-2.1%	2.9%

The list goes on:
molecule | MKP-3 inhibition | Hsp70 displacement
C=CCOc1nc(N(C)C)nc(N(C)C)n1 | -4.2% | 4.2%
CC(=O)Nc1ccc(S(=O)(=O)Nc2ccc(Br)c(Cl)c2)cc1 | -1.0% | 0.0%
CCCCN(C(=O)CNC(=O)c1ccco1)C(C(=O)NC1CCCCC1)c1ccc(OC)cc1OC (centres undefined) | -3.0% | 4.4%
O=C(Nc1ccc(Cl)cc1)Nc1nnc(Cc2cccc(Br)c2)s1 | 2.1% | 7.2%
COc1ccc(OCC(O)Cn2c(C)nc3ccccc32)cc1 (centres undefined) | 2.0% | -3.1%
CCOC(=O)N1CCN(Cc2nc3c(c(=O)n(C)c(=O)n3C)n2Cc2cccc(C)c2)CC1 | 4.7% | 6.7%
CCCOc1ccc(C(=O)Nc2ncc(Cc3ccccc3Cl)s2)cc1 | 0.0% | 2.2%
Cc1ccc(Cl)c(OCCCN2CCOCC2)c1 | -0.9% | 3.0%
COC(=O)c1ccc(/C=N/NC(=O)COc2ccc(C(C)(C)CC(C)(C)C)cc2[N+](=O)[O-])cc1 | -2.6% | -3.4%
O=C(CN1CCCC1)Nc1ccc(Oc2ccc(NC(=O)CN3CCCC3)cc2)cc1 | 0.3% | -2.4%
CC(=O)N(Cc1ccc(F)cc1)C1=C(NCc2ccccc2)C(=O)c2ccccc2C1=O | . | -2.8%
COc1ccc(-c2cc3n(n2)CCc2nc4ccccc4n2-3)cc1 | -6.9% | 5.7%
O=C1C2C(C(=O)N1c1cc(C(F)(F)F)ccc1Cl)C1C=CC2C12CC2 (centres undefined) | 2.7% | -2.7%
CCOC(=O)CSc1nc(-c2ccccc2)cc(-c2ccccc2)n1 | -2.0% | 0.2%
COc1cccc(N2C(=O)C3C4C=CC(C4=C4CCCCC4)C3C2=O)c1 (centres undefined) | 3.7% | -0.5%
Cc1cc(Cl)ccc1OCC(=O)Nc1sc2c(c1C(N)=O)CCC(C)C2 (centres undefined) | 5.3% | -1.3%
CC1CCN(C(C)C(=O)Nc2ccccc2-c2ccccc2)CC1 (centres undefined) | . | 4.6%
COc1ccc(C2(C(=O)N3CCCC3)CCOCC2)cc1OC | -9.5% | 9.3%
COc1ccc2cc(C(=O)OC(C)C)sc(=O)c2c1OC | 1.7% | 9.1%
CCOc1ccc(S(=O)(=O)n2nnc3ccccc32)cc1C | -1.2% | 1.6%
CC(C)=NNC(=O)C(C)Sc1ccccc1 (centres undefined) | 0.5% | 1.6%
COc1ccc(S(=O)(=O)Nc2ccccc2C)cc1 | . | 0.5%
Cc1cc(OCC(=O)O)c2cccc(C)c2n1 | -4.8% | 0.4%
Cc1cc(OCc2nc(-c3cccnc3)no2)c(C)cc1Br | -9.7% | -2.5%
O=C1c2ccccc2C(=O)N1CCCCN(C(=O)c1cc2ccccc2oc1=O)c1ccc(F)cc1F | 2.0% | 1.0%
O=Cc1cn(-c2ccccc2)nc1-c1cc2ccccc2oc1=O | . | -9.9%
O=C(Cn1cnc2scc(-c3ccccc3)c2c1=O)N1CCOCC1 | 0.8% | 1.4%
COC(=O)C1C(=O)c2c([nH]c(C(=O)OC3CCCC3C)c2C)CC1C (centres undefined) | -1.1% | 3.9%
CN(c1ccc(C(=O)NCCSCc2ccccc2)cc1)S(=O)(=O)c1ccccc1 | -1.3% | -2.1%
CCCc1nc2ccccc2c(=O)n1/N=C/c1ccc(O)cc1 | -8.5% | 0.4%
COc1ccccc1CC(=O)Nc1ccc(OC)c(OC)c1 | -1.6% | 4.7%
COc1ccc(OC)c(NC2c3ccccc3C(=O)N2Cc2ccc3c(c2)OCO3)c1 (centres undefined) | -4.6% | 1.4%
Cc1ccc(/C(O)=C2\C(=O)C(=O)N(CCCC(=O)O)C2c2ccc(F)cc2)cc1 (centres undefined) | 1.0% | -1.0%
O=[N+]([O-])c1ccc(OCCCCNCCO)cc1 | 0.0% | 0.1%
CCn1c(-c2ccc3[nH]c(C)c(C)c3c2)n[nH]c1=S | -0.1% | 1.7%
CCc1ccc(OCC(=O)N(C)CCC#N)c(Br)c1 | -3.9% | -0.9%
COc1cccc(C2CC(c3cccs3)Nc3ncnn32)c1 (centres undefined) | -6.8% | -2.1%
Cc1nn(Cc2c(Cl)cccc2Cl)c(C)c1N | . | 0.7%
COc1ccc(-c2noc(COc3ccc(C)c(C)c3)n2)cc1OC | -2.9% | 2.3%
Cc1cc(C(=O)CN2C(=O)NC(c3ccccc3)(c3ccccc3)C2=O)c(C)n1Cc1ccccc1 | . | -14.1%
Cc1nnc(N2C(=O)c3cccc4cccc(c34)C2=O)s1 | . | -1.4%
COc1ccc(C=Nc2cccc(-c3cnc[nH]3)c2)cc1 | -1.8% | 1.5%
Cc1c(=O)n(OCc2ccccn2)c2ccccc2[n+]1[O-] | 3.6% | 0.8%
Cc1ccc2c(Cl)c(C(=O)O)sc2c1 | -0.3% | 0.4%
NC(=O)CN1C(=O)C2C3C=CC(C3)C2C1=O (centres undefined) | -1.0% | -0.3%
O=C(COc1ccc(Cl)cc1)NCc1nnc(SCC(=O)N2CCCCC2)o1 | -9.4% | .
CC1(C)CC(=O)C=C(NCC2CCNCC2)C1 | 0.8% | 6.0%
O=C(Nc1nnc(/N=C/c2ccco2)s1)c1ccc(F)cc1 | -0.5% | 2.1%
Cc1ccccc1-n1c(C)cc(/C=C2\NC(=O)NC2=O)c1C | . | -2.9%
Cc1occc1C(=O)Nc1c(F)c(F)c(F)c(F)c1F | . | 3.4%
CCOC(=O)C1C(=O)C=C(/C=C/c2ccco2)CC1c1ccccc1 (centres undefined) | 12.6% | -6.7%
Cc1ccc2nc3c(cc(C(=O)NCC4CCCO4)n3C)c(=O)n2c1 (centres undefined) | -5.7% | -2.4%
O=C1CCCC2=C1C(c1ccc(O)cc1)Nc1ccccc1N2 (centres undefined) | 0.8% | 5.3%
Cc1occc1-c1nnc(SCC(=O)Nc2ccccc2N2CCCCC2)n1C | 0.2% | -2.0%
CN(C)/C=C1/Nc2ccccc2C1=O | -2.5% | 4.4%
CCOC(=O)c1ccccc1NS(=O)(=O)c1ccc(OCC)cc1 | . | 0.9%
O=C(NC1CCCc2ccccc21)C1CCCN(S(=O)(=O)c2cnc[nH]2)C1 (centres undefined) | -0.7% | 0.7%
COc1ccc(NC(=O)C2(C)CC3C=CC2C3)cc1 (centres undefined) | -3.2% | 1.9%
C=C(C)COc1ccc(-c2nc(N)nc(C)c2Oc2ccccc2OC)c(O)c1 | 2.9% | -1.1%
COc1ccc(C(NC(C)=O)NC(C)=O)cc1OC | 0.8% | -0.8%

Quoted at random: four compounds from above, in no set order.
molecule | MKP-3 inhibition | Hsp70 displacement
O=C(Nc1nnc(/N=C/c2ccco2)s1)c1ccc(F)cc1 | -0.5% | 2.1%
CCOC(=O)C1C(=O)C=C(/C=C/c2ccco2)CC1c1ccccc1 (centres undefined) | 12.6% | -6.7%
Cc1occc1C(=O)Nc1c(F)c(F)c(F)c(F)c1F | . | 3.4%
O=C(COc1ccc(Cl)cc1)NCc1nnc(SCC(=O)N2CCCCC2)o1 | -9.4% | .
